# AGP1 TOR yeast: modulators of AGP1-GFP expression in yeast TOR pathway, primary screen, cell-based, multiplex flow cytometry, S. cerevisiae, MLPCN library; hit rate 0.02% among 320,000; AID 2066, 2009; GFP response vs DMSO, % at 10 µM; 3 h; GFP as percent of DMSO wells;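 active means GFP response relative to DMSO above a set limit, near screen average plus 3 SD, cut at about 150% in these data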;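 further: median GFP channel fluorescence of the gated AGP1 strain per well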
# CIT2 TOR yeast: modulators of CIT2-GFP expression in yeast, primary screen, S. cerevisiae, GFP fusion, multiplex flow cytometry, MLPCN library; S. cerevisiae CIT2-GFP strain, 3 h; 100 means same as DMSO wells; GFP response vs DMSO, % at 10 µM; hit rate 0.065% among 320,000;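 active means GFP response relative to DMSO above a set limit, near the screen mean plus 3 SD, cut at about 150% in these data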;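 further: ratio of well median GFP fluorescence to mean of DMSO wells on the plate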
# LAP4-GFP MLPCN: modulators of LAP4-GFP expression in yeast, primary screen, S. cerevisiae, multiplex flow cytometry, MLPCN library. 3 h; median GFP as percent of DMSO wells. GFP response vs DMSO, % at 10 µM. hit rate 0.34% among 320,000. AID 2023, 2009;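 active means GFP response vs DMSO above a set limit, about the screen mean plus 3 SD, cut at about 150% in these data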
# VLA-4 inh: inhibition in human VLA-4 binding assay, primary screen, VLA-4 allosteric modulator project, MLPCN library, flow cytometry, VLA-4 expressing cells; Integrin alpha-4 (Homo sapiens), P13612; ligand binding flow cytometry; inhibition, % (about 7 µM as worked out from the volumes in the protocol); hit rate 0.2% among 330,000; in the data active means inhibition above about 50%
# GRK2 inh: compounds blocking aptamer binding on GRK2 – biochemical, human GRK2, bead flow cytometry, HTS, primary screen; inhibition of aptamer binding, % at 10 µM; Beta-adrenergic receptor kinase 1 (Homo sapiens), P25098; FAM-aptamer displacement from GRK2; hit rate 0.59% among 330,000;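 active means inhibition of aptamer binding above 40%, roughly 3 SD of noise, on plates passing a quality check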;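 further: median bead fluorescence of bound FAM aptamer so fluorescent compounds give negative values; no value below 0 was filed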
# Target sequence (P25098 whole entry, looked up): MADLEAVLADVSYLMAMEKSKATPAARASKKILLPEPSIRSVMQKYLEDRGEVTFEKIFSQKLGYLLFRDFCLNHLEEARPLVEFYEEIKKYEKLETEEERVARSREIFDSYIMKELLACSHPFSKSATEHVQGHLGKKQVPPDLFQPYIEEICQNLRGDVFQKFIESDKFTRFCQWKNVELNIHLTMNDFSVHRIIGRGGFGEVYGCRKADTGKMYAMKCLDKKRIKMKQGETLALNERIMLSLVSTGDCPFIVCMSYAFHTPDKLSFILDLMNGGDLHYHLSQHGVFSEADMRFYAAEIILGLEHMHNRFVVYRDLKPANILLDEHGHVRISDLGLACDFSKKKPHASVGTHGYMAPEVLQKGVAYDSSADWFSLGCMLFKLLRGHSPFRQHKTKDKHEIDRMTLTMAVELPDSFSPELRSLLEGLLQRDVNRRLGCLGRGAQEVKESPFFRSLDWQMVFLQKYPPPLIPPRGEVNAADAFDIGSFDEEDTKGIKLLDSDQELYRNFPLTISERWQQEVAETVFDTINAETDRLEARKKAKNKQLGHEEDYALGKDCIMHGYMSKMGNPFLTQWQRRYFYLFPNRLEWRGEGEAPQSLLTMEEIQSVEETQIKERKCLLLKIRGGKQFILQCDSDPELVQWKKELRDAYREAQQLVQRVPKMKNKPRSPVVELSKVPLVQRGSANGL
# GASC-1 inh: inhibitors of GASC-1 histone demethylase, primary screen, biochemical, fluorescence, DELFIA europium; GST-JMJD2C(1-420) H3K9me3 demethylation; inhibition, % at 2.35 µM; hit rate 0.069% among 330,000;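 active means more than half of a compound's replicate wells show inhibition beyond 50%, single wells judged on their own value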;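 further: signal counts dimethyl H3K9 product captured on neutravidin plate; 0% = median of DMSO wells and 100% = 0.3 times that DMSO median; strong numbers were not always called active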
# Target sequence (Q9H3R0 1-420 limits assumed): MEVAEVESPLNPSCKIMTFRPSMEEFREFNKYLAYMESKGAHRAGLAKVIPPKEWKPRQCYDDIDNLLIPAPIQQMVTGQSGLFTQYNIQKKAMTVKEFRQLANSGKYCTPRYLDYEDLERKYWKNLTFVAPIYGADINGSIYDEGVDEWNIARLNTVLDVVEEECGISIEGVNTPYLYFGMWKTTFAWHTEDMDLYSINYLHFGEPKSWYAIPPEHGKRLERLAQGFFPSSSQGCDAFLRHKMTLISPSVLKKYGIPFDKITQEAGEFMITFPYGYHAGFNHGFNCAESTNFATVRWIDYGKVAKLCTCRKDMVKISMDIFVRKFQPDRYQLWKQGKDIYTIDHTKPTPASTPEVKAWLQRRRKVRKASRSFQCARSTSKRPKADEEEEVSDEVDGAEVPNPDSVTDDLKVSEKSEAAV
# RPL19A TOR yeast: RPL19A-GFP expression modulators in yeast, primary screen, cell-based, S. cerevisiae, multiplex flow cytometry, MLPCN; S. cerevisiae RPL19A-GFP strain, 3 h; stronger effect = lower value; percent response vs DMSO, % at 10 µM; hit rate 0.3% among 330,000; AID 2025, 2009;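 active means percent response vs DMSO below 50%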;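 further: median channel GFP fluorescence of the barcoded RPL19A-GFP strain; ratio of sample median GFP to plate DMSO average so 100% = DMSO; lower means less RPL19A-GFP as with rapamycin TOR inhibition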
# MEP2 TOR yeast: modulators of MEP2-GFP levels in yeast, primary screen, S. cerevisiae, multiplex flow cytometry, MLPCN library; GFP response vs DMSO, % at 10 µM; S. cerevisiae MEP2-GFP strain, 3 h; 100% = DMSO control level; AID 2016, 2009; hit rate 0.51% among 330,000;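 active means GFP response versus DMSO above a set limit, roughly screen mean plus 3 SD, cut at about 180% in these data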;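 further: median GFP fluorescence of the barcode-gated MEP2-GFP cells per well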
# Numbers without * were called inactive; / = no result given; & = joins results of further samples; [ ] = another dose, or the depositor's remark.
cpd	canonical_smiles	AGP1 TOR yeast	CIT2 TOR yeast	LAP4-GFP MLPCN	VLA-4 inh
1	Cc1cccc(S(=O)(=O)N2CN(Cc3ccco3)c3nc4ccccc4nc32)c1	92	97	92	-36
2	Cc1nc2ccccc2c(=O)n1NC(=O)c1cccc(Cl)c1	95	107	94	-4
3	CCc1noc(C)c1C(=O)Nc1nc(-c2ccc(Cl)cc2Cl)c(C)s1	98	99	99	11
4	CC1CCc2sc(C(=O)NC3CCN(Cc4ccccc4)CC3)cc2C1 (stereo not drawn)	101	98	106	5
5	CC1=CC(C)(C)N(S(=O)(=O)c2ccc(C)cc2)c2ccccc21	97	92	107	-12
6	COC(=O)CCN(C(=O)c1cccc([N+](=O)[O-])c1)c1ccccn1	110	107	106	-8
7	COc1ccc(NS(=O)(=O)c2cc3c4c(c2)C(C)C(=O)N4CCC3)cc1 (stereo not drawn)	105	110	104	3
8	Cc1csc(NC(=O)CSc2nnc(-c3cccnc3)o2)n1	94	105	77	-25
9	COc1cc(/C=C2\SC(=O)NC2=O)ccc1OCc1ccc(Cl)nc1	103	103	93	25
10	Cc1cccc(Nc2nc(-c3ccccn3)cs2)n1	68	80	173*	-6
11	Cc1ccc(-c2nc(N3CCOCC3)sc2C(=O)N2CCCCC2)cc1	96	93	95	6
12	CN(C)C(=S)N=Nc1[nH]c2ccccc2c1O	98	103	108	-104

cpd	GRK2 inh	GASC-1 inh	RPL19A TOR yeast	MEP2 TOR yeast
1	2	28	91	96
2	0	-22	90	112
3	0	58	103	98
4	0	0	97	103
5	6	5	94	95
6	0	3	109	102
7	2	-14	103	112
8	2	2	100	98
9	2	7	102	108
10	0	18	68	99
11	3	-2	102	100
12	0	20	103	107

# (list continues)
cpd	canonical_smiles	AGP1 TOR yeast	CIT2 TOR yeast	LAP4-GFP MLPCN	VLA-4 inh
13	COc1ccc(C(CNC(=O)c2ccc(NS(=O)(=O)c3ccc(F)cc3)cc2)N2CCOCC2)cc1 (stereo not drawn)	95	104	93	-6
14	COc1ccc(C(=O)C2CCN(C(=S)NCC3CCCO3)CC2)cc1 (stereo not drawn)	99	93	99	-6
15	COc1cccc(NC(=O)CSc2nnc(CN3CCOCC3)n2C)c1	94	84	97	-2
16	O=C(Nc1ccccc1C(=O)N1CCCCCC1)c1ccc(F)cc1	102	105	97	-6
17	COc1ccc(OC)c(S(=O)(=O)Nc2cccc(-c3ccc4nncn4n3)c2)c1	103	114	86	-11
18	Cc1csc(SCc2ccc(C(=O)O)cc2)n1	95	85	118	22
19	NC(N)=N/N=C/c1ccc(OCc2ccc(Cl)cc2Cl)cc1	94	73	160*	39
20	CCCOc1c(OC)cccc1C1CC(=O)Nc2cc3c(cc21)OCO3 (stereo not drawn)	106	113	96	2
21	CN1CCS/C1=C/C=C1/SC(=S)N(Cc2ccccc2)C1=O	96	87	106	-204
22	CC(=O)n1c2ccccc2c2ccccc21	95	91	91	1
23	Cc1c(Cl)cccc1NC(=S)Nn1cnnc1	105	90	98	17
24	CC(=O)c1ccccc1OCC(O)CN1CCN(c2ccccn2)CC1 (stereo not drawn)	98	91	114	7

cpd	GRK2 inh	GASC-1 inh	RPL19A TOR yeast	MEP2 TOR yeast
13	0	1	92	111
14	5	-7	100	90
15	0	-22	100	94
16	0	-4	102	101
17	1	9	102	101
18	2	6	95	96
19	0	87	86	101
20	15	-2	100	98
21	0	17	98	98
22	3	-3	94	100
23	2	1	99	100
24	0	13	99	102

# Complete entries, quoted from the list. Order of screens: AGP1 TOR yeast, CIT2 TOR yeast, LAP4-GFP MLPCN, VLA-4 inh, GRK2 inh, GASC-1 inh, RPL19A TOR yeast, MEP2 TOR yeast
# Record of COc1ccc(C(CNC(=O)c2ccc(NS(=O)(=O)c3ccc(F)cc3)cc2)N2CCOCC2)cc1 (stereo not drawn) → 95, 104, 93, -6, 0, 1, 92, 111
# Record of Cc1c(Cl)cccc1NC(=S)Nn1cnnc1 → 105, 90, 98, 17, 2, 1, 99, 100
# Record of CCCOc1c(OC)cccc1C1CC(=O)Nc2cc3c(cc21)OCO3 (stereo not drawn) → 106, 113, 96, 2, 15, -2, 100, 98
# Record of COc1ccc(C(=O)C2CCN(C(=S)NCC3CCCO3)CC2)cc1 (stereo not drawn) → 99, 93, 99, -6, 5, -7, 100, 90
# Record of CC(=O)c1ccccc1OCC(O)CN1CCN(c2ccccn2)CC1 (stereo not drawn) → 98, 91, 114, 7, 0, 13, 99, 102

# (further entries)
cpd	canonical_smiles	AGP1 TOR yeast	CIT2 TOR yeast	LAP4-GFP MLPCN	VLA-4 inh
25	COc1ccc(CNc2ccc(C)c(C)c2)cc1	107	98	113	2
26	O=C(Cc1ccc([N+](=O)[O-])cc1)Nc1ccc(C(=O)N2CCOCC2)cc1	108[may fluoresce green]	104[may fluoresce green]	104[may fluoresce green]	-26
27	Cc1ncc(CN2CCC(n3nccc3NC(=O)c3ccccc3)CC2)s1	89	104	81	2
28	CC1(C(=O)NC2CCCCC2)CCC(=O)N1Cc1cccnc1 (stereo not drawn)	95	92	96	1
29	O=C(CCCN1C(=O)/C(=C/c2ccccc2Cl)SC1=S)Nc1cccnc1	82	103	104	-3
30	Cc1nnc(N=c2ssnc2Cl)o1	69	81	143	12
31	Cc1cc(NS(=O)(=O)c2ccc(CC(C)C)cc2)no1	100	88	110	0
32	O=C(c1cc2n(n1)C(C(F)(F)F)CC(c1ccc(Cl)cc1)N2)N1CCCC1 (stereo not drawn)	103	106	103	-5
33	O=C(NCCCc1ccccc1)c1ccccc1O	90	86	117	-3
34	COc1cccc(C(=O)C2CCCN(Cc3c(C)n(C)n(-c4ccccc4)c3=O)C2)c1 (stereo not drawn)	102	96	102	2
35	O=C(CN(Cc1ccccc1)S(=O)(=O)c1ccc2c(c1)OCCO2)N/N=C/c1cccc(Br)c1	92	93	92	10
36	N#CCOC(=O)[C@H](Cc1c[nH]c2ccccc12)NS(=O)(=O)c1ccc(Cl)cc1	99	99	93	-14

cpd	GRK2 inh	GASC-1 inh	RPL19A TOR yeast	MEP2 TOR yeast
25	1	0	102	102
26	0	3	105[may fluoresce green]	103[may fluoresce green]
27	0	8	96	100
28	0	2	94	95
29	0	12	98	96
30	0	47	87	89
31	2	-2	/	101
32	1	9&3	97	105
33	0	51	98	101
34	0	-7	99	104
35	1	4	103	102
36	3	-5	105	98

# Further entries follow:
cpd	canonical_smiles	AGP1 TOR yeast	CIT2 TOR yeast	LAP4-GFP MLPCN	VLA-4 inh
37	Cc1nc2ccc(N=NC3=C(O)CCCC3=O)cc2s1	102	96	101	-1
38	Cc1nc2ccc(-c3nc4ccccc4o3)cc2[nH]1	104	97	101	-4
39	Cc1ccc(O)c(C(=O)CC(=O)c2ccccc2Cl)c1	51	69	74	-12
40	CCn1c(O)c2ccc(C(=O)N=NC(=O)c3ccccc3)cc2c1O	106	98	97	9
41	Cc1ccc(C(=O)N2CCN(c3ccccn3)CC2)cc1C	103	100	97	-12
42	Cc1ccc(-n2c(C)cc(/C=C3/C(=N)N4C(c5ccccc5)=CSC4=NC3=O)c2C)cc1	113	107	102	-5
43	O=C(CSc1ccc(Cl)cc1)NCc1ccncc1	88	96	82	2
44	O=S(=O)(Nc1cccc(-n2cnnn2)c1)c1ccccc1F	104	103	96	2
45	CCCn1cnc2sc(CC)cc2c1=O	96	96	92	12
46	COc1ccc(NC(=S)Nc2cccnc2)c(OC)c1	100	80	97	12
47	CC(=O)NC(CC(=O)Nc1ccc(S(=O)(=O)NC2=NCCCCC2)cc1)c1ccccc1 (stereo not drawn)	117	101	123	-1
48	O=C(O)c1ccccc1N/N=C/c1cc(Br)cc(Br)c1O	96	100	96	2

cpd	GRK2 inh	GASC-1 inh	RPL19A TOR yeast	MEP2 TOR yeast
37	0	-4	99	107
38	0	6	102	107
39	4	3	51	111
40	0	-6	100	94
41	0	6	101	102
42	0	21	114	105
43	4	-11	91	96
44	2	-9	100	103
45	0	-17	100	101
46	2	-8	107	101
47	1	-1	114	105
48	3	-1	95	95

# Carrying on:
cpd	canonical_smiles	AGP1 TOR yeast	CIT2 TOR yeast	LAP4-GFP MLPCN	VLA-4 inh
49	O=C(Cc1ccc([N+](=O)[O-])cc1)N1CCN(c2ccc([N+](=O)[O-])cc2)CC1	103	112	101	7
50	O=C(CNCc1ccco1)Nc1cc(S(=O)(=O)N2CCOCC2)ccc1N1CCCC1	99	92	107	8
51	Cc1c(C(=O)N2CCCC(C(F)(F)F)C2)oc2ccccc12 (stereo not drawn)	103	89	111	1
52	COc1ccc(C2C(C(C)=O)=C(O)C(=O)N2C)c(OC)c1 (stereo not drawn)	98	94	100	9
53	COc1ccccc1C(=O)NCCC(=O)N(C)CC(=O)Nc1ccccc1Br	104	97	105	4
54	Cc1nonc1C1CCCN1Cc1nc(-c2ccccc2Cl)oc1C (stereo not drawn)	103	94	103	17
55	COc1ccccc1N1CCN(CC(=O)N2N=CCC2c2ccccc2)CC1 (stereo not drawn)	102	103	91	-8
56	CC(Cc1ccsc1)NC(=O)CCc1nnc(CCc2ccccc2)o1 (stereo not drawn)	97	103	93	0
57	COc1cccc(/C=N/n2c(-c3n[nH]c4c3CCC4)n[nH]c2=S)c1OC	107	113	99	-13
58	Cc1ccc(S(=O)(=O)N(C)CC(=O)OCc2nnc(-c3ccccc3)o2)cc1	101	105	105	0
59	CCOC(=O)C1=C(CN2CCSCC2)NC(=O)NC1c1cccc([N+](=O)[O-])c1 (stereo not drawn)	98	96	100	-4
60	COc1ccccc1NS(=O)(=O)c1cc(NC(=O)c2ccncc2)ccc1N1CCOCC1	104	87	117	10

cpd	GRK2 inh	GASC-1 inh	RPL19A TOR yeast	MEP2 TOR yeast
49	0	5	102	109
50	3	6	96	98
51	4	-2	97	102
52	0	-3	103	105
53	3	-2	101	103
54	1	5	94	90
55	2	5	105	107
56	23	-7	104	104
57	0	-2	100	98
58	6	3	99	105
59	0	6	97	95
60	6	12	90	102

# Quoted at random: 3 entries already listed, in no set order.
cpd	canonical_smiles	AGP1 TOR yeast	CIT2 TOR yeast	LAP4-GFP MLPCN	VLA-4 inh
52	COc1ccc(C2C(C(C)=O)=C(O)C(=O)N2C)c(OC)c1 (stereo not drawn)	98	94	100	9
58	Cc1ccc(S(=O)(=O)N(C)CC(=O)OCc2nnc(-c3ccccc3)o2)cc1	101	105	105	0
55	COc1ccccc1N1CCN(CC(=O)N2N=CCC2c2ccccc2)CC1 (stereo not drawn)	102	103	91	-8

cpd	GRK2 inh	GASC-1 inh	RPL19A TOR yeast	MEP2 TOR yeast
52	0	-3	103	105
58	6	3	99	105
55	2	5	105	107

# (list continues)
cpd	canonical_smiles	AGP1 TOR yeast	CIT2 TOR yeast	LAP4-GFP MLPCN	VLA-4 inh
61	O=C(c1ccccc1)c1cccc(NC(=O)C2CC2)c1	100	98	103	9
62	CC(C)CC(=O)Nc1ccc(OCC(=O)O)cc1	102	102	96	3
63	CC1(C)c2[nH]c3ccccc3c2C[C@@H]2C(=O)N(Cc3ccc(F)cc3)C(=O)N21	84	88	123	-12
64	Cc1ccc(N=Nc2c(N)nn3c(N)c(C#N)c(C)nc23)cc1	89	85	92	-2

cpd	GRK2 inh	GASC-1 inh	RPL19A TOR yeast	MEP2 TOR yeast
61	0	7	99	98
62	0	-2	101	103
63	1	0	99	89
64	0	1	91	93
